ARNT-TACC3 inh: disrupts binding between human ARNT and TACC3; inhibition, % at 9.99 µM; AlphaScreen His-ARNT PAS-B/GST-TACC3 binding, luminescence; TACC3 fragment carries E629A point mutation; hit rate 0.66% among 390,000; Q9Y6A5; AID 623870;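 active = mean inhibition of replicates at least 50% and at least half of replicates each reaching 50%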;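 also: 0% = complete ARNT plus TACC3 wells and 100% = ARNT alone without TACC3; many hits fall short of the cut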
PGC1a acetyl inh: lowers PGC1a acetylation signal in U2OS cells. AlphaScreen anti-acetyl-lysine; with virally co-expressed GCN5 acetyltransferase. inhibition, % at 15.6 µM. hit rate 0.17% among 350,000. AID 651687;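 active = every replicate shows inhibition of at least 40%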;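 also: 0% = neutral control wells and 100% = positive control wells; some results beyond the cut were filed as inactive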
PglD inh: inhibitors of Campylobacter jejuni PglD acetyltransferase. inhibition, % at 12.5 µM. AID 602405. hit rate 0.098% among 360,000. purified PglD enzyme, DTNB colorimetric CoA detection; in the data active = inhibition above about 16%, passing the limit was not always enough; also: strong numbers were not always called active
Cneo AK release: Cryptococcus neoformans lysis via adenylate kinase release | C. neoformans lysis, adenylate kinase release luminescence, 4 h; normalised: neutral wells 0, clomiphene wells 100 | lysis activity, % at 15 µM | hit rate 0.2% among 360,000;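 active = mean lysis activity across replicates of at least 80%, whatever share of replicates individually reach that level; inactive = mean lysis activity below 80%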
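Material: C. neoformans cells; Schedule: 4 h static compound exposure, 37 °C, read 1 h post-reagent; Measured by: adenylate kinase release luminescence; Read-out: signal increase indicating cell lysis; Controls: Clomiphene as positive lysis control.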
* hit, by the source's call; . = no result given. These rows are one share of the data (hit frequency here may not be typical).

no. | canonical_smiles | ARNT-TACC3 inh | PGC1a acetyl inh | PglD inh | Cneo AK release
1 | CCc1ccc(NC2=NC(C(=O)NC3CCCCC3)CC(=O)N2)cc1 (configuration not stated) | . | . | -4 | 7
2 | Cn1c(CO)cnc1SCc1c(Cl)cccc1Cl | . | . | 11 | 4
3 | CCOC(=O)c1[nH]c2ccccc2c1NC(=O)c1nonc1C | . | . | 9 | 17
4 | O=C(OCc1cn(-c2ccc(Cl)c(Cl)c2)nn1)c1ccccc1Cl | . | . | 3 | -1
5 | Cc1cc(Nc2ccc(F)cc2)nc(N)n1 | . | . | 2 | -4
6 | COc1ccc(-n2cnnc2SCc2csc(-c3ccccc3)n2)cc1 | . | . | 5 | 1
7 | COc1ccc(C(O)(C(=O)NNc2ccc(C)cc2)c2cccs2)cc1 (configuration not stated) | . | . | 1 | 11
8 | COCCNC(=O)CCCCCn1c(=S)[nH]c2ccccc2c1=O | . | . | 4 | 7
9 | COC(=O)C1C2C=CC3(CN(CCc4ccccc4)C(=O)C13)O2 (configuration not stated) | . | . | 10 | -2
10 | CCOC(=O)C1CCCN(CC(O)COc2ccccc2C(C)=O)C1 (configuration not stated) | . | . | -6 | 5
11 | CC12CCC(C(=O)Nc3ccccc3)(C/C1=N\O)C2(C)C (configuration not stated) | . | . | -3 | 5
12 | CCOc1ccc(NC(=O)N(CC(C)C)CC(C)C)cc1 | . | . | -7 | 1
13 | COc1ccc(CC(=O)NC2CCN(Cc3nnnn3C(C)(C)C)CC2)cc1OC | . | . | -8 | 7
14 | O=C(NCc1ccccc1)C1CCCN(C(=O)Nc2ccccc2)C1 (configuration not stated) | . | . | 3 | 0
15 | Cc1ccc(F)cc1NC(=O)c1cccc(N(C)C)c1 | . | . | 0 | -3
16 | CCn1c(=O)cc(OCC(=O)NC2CCCCC2)c2ccccc21 | . | . | -6 | 2
17 | Clc1ccc(Cn2ccc(-c3ccc4c(c3)OCO4)n2)cc1Cl | . | . | 0 | 2
18 | COC(=O)C(NNc1ccccc1C)(NC(=O)c1ccc(F)cc1)C(F)(F)F (configuration not stated) | . | . | 1 | 36
19 | O=C1CC(N(C(=O)c2ccco2)c2ccc(F)cc2)C(=O)N1c1ccc(F)cc1 (configuration not stated) | . | . | 3 | -1
20 | COc1ccccc1-c1cc(-c2cc(Cl)ccc2O)n[nH]1 | . | . | -8 | 12
21 | COc1cc2c(cc1OC)C(=O)C(Br)CC2 (configuration not stated) | . | . | 11 | 0
22 | O=C1c2ccccc2C(=O)C1c1ccc2ccccc2n1 | . | . | 2 | -21
23 | CCc1nc(SCC(=O)NNC(=O)C2CCCCC2)c2ccccc2n1 | . | . | 1 | 1
24 | Cc1cccc(C(=O)NCCc2nnc(SCC(=O)Nc3nc(C)cs3)n2C)c1 | . | . | 7 | -1
25 | Cc1c(OCc2nn[nH]n2)ccc2c3c(c(=O)oc12)CCC(C)C3 (configuration not stated) | . | . | 0 | -3
26 | Cc1cc(C)cc(N(C(=O)Cc2cccs2)C(C(=O)NC2CCCCC2)c2ccccn2)c1 (configuration not stated) | . | . | -1 | 0
27 | CC(C)CC(=O)Nc1cccc(-c2nc3ccccc3o2)c1 | . | . | -5 | 6
28 | Nc1ccccc1C(=O)NNc1ncc(C(F)(F)F)cc1Cl | . | . | 9 | 13
29 | CCOC(=O)CNC(=O)C1(c2ccccc2)CCCC1 | . | . | -7 | -1
30 | O=C(NCc1ccccc1)C(c1ccccc1)N(Cc1ccc2c(c1)OCO2)C(=O)Cc1cccs1 (configuration not stated) | -11 | 8 | . | .

Part of the list above, with values under each structure:
Below each SMILES: ARNT-TACC3 inh | PGC1a acetyl inh | PglD inh | Cneo AK release
19. O=C1CC(N(C(=O)c2ccco2)c2ccc(F)cc2)C(=O)N1c1ccc(F)cc1 (configuration not stated)
→ . | . | 3 | -1
20. COc1ccccc1-c1cc(-c2cc(Cl)ccc2O)n[nH]1
→ . | . | -8 | 12

Record cards, from the list above.
COc1ccc(C(O)(C(=O)NNc2ccc(C)cc2)c2cccs2)cc1 (configuration not stated) is listed as ARNT-TACC3 inh = .; PGC1a acetyl inh = .; PglD inh = 1; Cneo AK release = 11
CCOC(=O)CNC(=O)C1(c2ccccc2)CCCC1 is listed as ARNT-TACC3 inh = .; PGC1a acetyl inh = .; PglD inh = -7; Cneo AK release = -1

Next structures follow:
no. | canonical_smiles | ARNT-TACC3 inh | PGC1a acetyl inh | PglD inh | Cneo AK release
31 | C=CCSc1nccc(-c2cc(Cl)sc2Cl)n1 | -8 | -51 | . | .
32 | O=C1OCC2=C1C(c1ccc(F)cc1)CC(=O)N2c1ccc(F)cc1 (configuration not stated) | -4 | 6 | . | .
33 | Cc1ccc(NC(=O)c2cc3ccccc3oc2=O)cc1S(=O)(=O)N(C)C | 0 | 0 | . | .
34 | COc1ccccc1C(=O)CN1C(=O)NC2(CCCc3ccccc32)C1=O (configuration not stated) | 38 | -1 | . | .
35 | O=C(CCCCCN1C(=O)CCC1=O)NCc1ccccc1 | -3 | -7 | . | .
36 | CC(NC(=O)CN(C)Cc1nc2ccccc2c(=O)[nH]1)c1ccccc1 (configuration not stated) | 13 | -6 | . | .
37 | Cc1ccc2nsnc2c1NC(=O)c1ccc(-c2cc(Cl)ccc2Cl)o1 | -7 | -5 | . | .
38 | COc1ccccc1CN1CCCC(C(=O)N(C)Cc2ccccc2)C1 (configuration not stated) | -12 | 45* | . | .
39 | CN1C(=O)/C(=C/c2ccccc2OCc2cccc(F)c2)NC1=S | -8 | -31 | . | .
40 | CCOC(=O)c1ccc(N2C(=O)CC(N3CCC(O)(c4ccc(Br)cc4)CC3)C2=O)cc1 (configuration not stated) | -8 | 47* | . | .
41 | CCCCCCCn1ccc(=N)cc1 | -1 | -21 | . | .
42 | CS(=O)(=O)c1nc([N+](=O)[O-])nn1CCCc1ccccc1 | -4 | -55 | . | .
43 | CCOC(=O)c1sc(NC(=O)C(CC)Sc2nc3ccccc3[nH]2)nc1C (configuration not stated) | 0 | 8 | . | .
44 | CCCS(=O)(=O)N1CCCC(C(=O)NCCCOC(C)C)C1 (configuration not stated) | -3 | 64* | . | .
45 | C=CCNc1nc(-c2ccc(Cl)cc2)cs1 | 2 | 3 | . | .
46 | CC(C)SC1=NC(C)(C)C=C(/C=C/c2ccc(Cl)cc2Cl)N1 | 2 | 1 | . | .
47 | COC(=O)/C(=C\Nc1cccc(Cl)c1C)c1ncc(C(F)(F)F)cc1Cl | -5 | 41* | . | .
48 | O=C(Nc1cccc(Cl)c1)OCc1cncs1 | -1 | 3 | . | .
49 | Cc1ccc(C(=O)O/N=C\c2ccc(N3CCOCC3)c([N+](=O)[O-])c2)cc1 | -10 | -7 | . | .
50 | Oc1ccc(CN2CCCc3ccccc32)c2cccnc12 | 5 | 3 | . | .
51 | CCN(c1ccc(NC(=O)CN2C(=O)NC3(CCOc4ccccc43)C2=O)cc1)C(C)C (configuration not stated) | 22 | -10 | . | .
52 | CCNc1nc(NCC)nc(N2CC(=O)N(CC(=O)OCC)C2=N)n1 | -8 | 5 | . | .
53 | CC(=O)Nc1nc2n(n1)C(c1ccc(Cl)cc1)C=C(C)N2 (configuration not stated) | 12 | -11 | . | .
54 | CCOC(=O)COc1ccc2c(c1)c(C(=O)OCC)c(C)n2CC | 5 | 6 | . | .
55 | CCCS/C(N)=N/N=C/c1ccccc1O | -2 | -1 | . | .
56 | COc1cc(C(c2c(C)[nH][nH]c2=O)c2c(C)[nH][nH]c2=O)ccc1OC(=O)c1cccc([N+](=O)[O-])c1 | -1 | 6 | . | .
57 | CCOc1ccc(NC2=NC(C)(C)N=C(N)N2)cc1 | 6 | 7 | . | .
58 | COCCn1c(C)cc(C(=O)COC(=O)c2ccc(NC(=O)CC#N)cc2)c1C | -6 | -2 | . | .
59 | Cc1ccc(Nc2ncnc3sc(C)c(C)c23)cc1C | -2 | -3 | . | .
60 | CC(=O)SC(C[N+](=O)[O-])c1cn(C(C)=O)c2ccccc12 (configuration not stated) | 12 | 5 | . | .

Structures shown so far that contain bromine, in the order listed:
no. | canonical_smiles | ARNT-TACC3 inh | PGC1a acetyl inh | PglD inh | Cneo AK release
21 | COc1cc2c(cc1OC)C(=O)C(Br)CC2 (configuration not stated) | . | . | 11 | 0
40 | CCOC(=O)c1ccc(N2C(=O)CC(N3CCC(O)(c4ccc(Br)cc4)CC3)C2=O)cc1 (configuration not stated) | -8 | 47* | . | .

Ordered by the number under ARNT-TACC3 inh (falling): some entries from above.
nr	compound	ARNT-TACC3 inh
34	COc1ccccc1C(=O)CN1C(=O)NC2(CCCc3ccccc32)C1=O (configuration not stated)	38
43	CCOC(=O)c1sc(NC(=O)C(CC)Sc2nc3ccccc3[nH]2)nc1C (configuration not stated)	0
48	O=C(Nc1cccc(Cl)c1)OCc1cncs1	-1
35	O=C(CCCCCN1C(=O)CCC1=O)NCc1ccccc1	-3
31	C=CCSc1nccc(-c2cc(Cl)sc2Cl)n1	-8
38	COc1ccccc1CN1CCCC(C(=O)N(C)Cc2ccccc2)C1 (configuration not stated)	-12

(continued)
no. | canonical_smiles | ARNT-TACC3 inh | PGC1a acetyl inh | PglD inh | Cneo AK release
61 | CCN(C(=O)CSc1nnc(Cc2ccccc2F)n1N)C1CCS(=O)(=O)C1 (configuration not stated) | -5 | 36 | . | .
62 | Cc1ccc(N=N/C(=C\O)C(=O)c2ccncc2)cc1 | -2 | 22 | . | .
63 | CNC(=O)NC(=O)C(C)OC(=O)c1c(C)noc1C (configuration not stated) | 10 | 10 | . | .
64 | O=C(NCc1ccccc1)c1cccnc1N1CCOCC1 | -11 | -1 | . | .
65 | COc1cc(/C=N/NC(=O)Nc2cccc3nsnc23)cc(OC)c1OC | 10 | -2 | . | .
66 | Cc1ccc2occ(C(c3nnnn3Cc3ccccc3)N3CCOCC3)c(=O)c2c1 (configuration not stated) | 4 | -6 | . | .
67 | CCN1CC(C)C(O)(c2ccccc2)CC1C (configuration not stated) | -20 | -6 | . | .
68 | O=C(/C=C/c1ccc(Cl)cc1)c1cccnc1 | -11 | -17 | . | .
69 | NC(=O)C1CCN(C(=O)OCc2ccccc2)CC1 | -5 | -2 | . | .
70 | Cc1ccc(Cn2c(NCCCn3ccnc3)nc3c2c(=O)n(C)c(=O)n3C)cc1 | 5 | 5 | . | .
71 | O=C(NCC1CCCO1)C1c2ccccc2C(=O)N1C1CCCCCCC1 (configuration not stated) | -3 | -10 | . | .
72 | CCN(CCNC(=O)C1CCCN(S(=O)(=O)CC)C1)c1ccccc1 (configuration not stated) | 6 | -5 | . | .
73 | O=C(Cc1ccc(-n2cccc2)cc1)N1CCN(c2ccccc2F)CC1 | 1 | 23 | . | .
74 | Cc1cc(C)c(C)c(C(=O)CSc2nnc(-c3ccc4[nH]c(C)c(C)c4c3)o2)c1C | -9 | -13 | . | .
75 | COc1ccc2[nH]c(=O)c(CN(CCO)S(=O)(=O)c3ccc4c(c3)OCCO4)cc2c1 | -4 | 9 | . | .
76 | COc1ccc(Cn2nnnc2C(c2ccccc2Cl)N2CCN(C3CCCC3)CC2)cc1 (configuration not stated) | 23 | -17 | . | .
77 | Cc1cc(C)n2[nH]c(=O)c(N=Nc3ccccc3)c2n1 | 6 | 10 | . | .
78 | O=C(Nc1cc(Sc2ccccn2)cc([N+](=O)[O-])c1)c1ccc(Cl)cc1 | 10 | -14 | . | .
79 | COC(=O)c1ccccc1NC(=O)c1ccc(-c2cccc(Cl)c2)o1 | -11 | -2 | . | .
80 | CC(=O)Oc1c(S(=O)(=O)c2ccc(C)cc2)c(C)nn1C(C)(C)C | -3 | -7 | . | .
81 | Cc1c(NC(=O)CSc2nnc3c4ccccc4n(CCc4ccccc4)c3n2)c(=O)n(-c2ccccc2)n1C | -2 | 13 | . | .
82 | Cc1ccc(C(C)C)c(OCC(=O)c2c(O)c3ccccc3oc2=O)c1 | -4 | -5 | . | .
83 | CCn1cc(C(=O)NNC(=O)c2ccc(Cl)cc2)c(=O)c2ccc(C)nc21 | -1 | -2 | . | .
84 | Cc1cc(NCCO)nc(-n2nc(C)cc2C)n1 | -30 | -1 | . | .
85 | CC(C)c1nnc(NC(=O)c2c(O)c3cccc4c3n(c2=O)CCC4)s1 | -4 | 7 | . | .
86 | Cc1[nH]n(-c2ccccc2)c(=O)c1C(C[N+](=O)[O-])c1ccc(Br)cc1 (configuration not stated) | 48* | 13 | . | .
87 | CCc1ccc(/C=C\C(=O)N2CCc3ccccc3C2)cc1 | -9 | -5 | . | .
88 | Cc1ccc2c(c1Br)/C(=N/N1C(=O)c3ccccc3C1=O)C(=O)N2 | -12 | -1 | . | .
89 | O=S(=O)(c1cccs1)N1CN(Cc2cccs2)c2nc3ccccc3nc21 | 4 | -12 | . | .
90 | COC(=O)c1c(NC(=O)c2ccccc2N(C)S(=O)(=O)c2ccccc2)sc2c1CCCC2 | -6 | 20 | . | .
91 | Cc1ccc(C(=O)CCNc2cccc(Br)c2)o1 | -6 | 4 | . | .
92 | CCOC(=O)c1c(C)oc2c1c1c(c3ccccc32)OCN(Cc2ccccn2)C1 | 33 | 6 | . | .
93 | O=C(COC(=O)c1ccccn1)NCCCc1ccccc1 | 22 | -2 | . | .
94 | O=C(Cn1c2[n+](c3ccc(C(F)(F)F)cc31)CCCCC2)Nc1ccc(Br)cc1 | -3 | 2 | . | .
95 | CCNC(=O)COc1ccc(S(=O)(=O)Nc2ccccc2)cc1 | 6 | -12 | . | .

Assay outcomes: PubChem, Broad Institute
